# Source: PubChem (National Center for Advancing Translational Sciences (NCATS))
# PTHR1 ag: qHTS for PTHR1 Agonists: Primary Screen; Potency, µM (series often up to 115 µM), without a hit: at the highest dose activation, actives largely listed as activators; HEK293 GP2 PTHR1 cells, GloSensor cAMP luminescence, 1 h; Parathyroid hormone/parathyroid hormone-related peptide receptor (Homo sapiens), Q03431; 410,000 compounds, 0.075% hits; AID 743266, 2014; also: potency is read from the fitted curve at half-maximal effect; nearly all actives have a fitted effect of over 55% in size; some results filed as inactive show a strong effect at the top dose; inactives centre near -15; many of its hits are not listed in these tables
#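 HEK-293-derived GP2 cells expressing PTHR1 and a GloSensor cAMP reporter, 3,000/well, plated overnight, given luciferin plus IBMX (each 0.5 mM as added) for 1 h at 37 °C, then compound for 1 h at 37 °C. Luminescence was read after 15 min at room temperature.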
# GLP-1R inv ag: qHTS of GLP-1 Receptor Inverse Agonists (Inhibition Mode); HEK293 GLP-1R CRE-luciferase, luminescence, 24 h; GLP-1R form is constitutively active; Glucagon-like peptide 1 receptor (Homo sapiens), P43220; 410,000 compounds, 1.6% hits; Potency, µM (titrated, usually from 38.3 µM), inactives show at the highest dose activity change, negative = inhibition, actives largely listed as inhibitors; also: potency is read from the fitted curve at half-maximal effect; % is scaled to controls: 0 for no effect and ±100 for the full control effect; nearly all actives have a fitted effect of over 55% in size
#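 Inverse agonism was detected as reduced cAMP-driven luciferase luminescence after 24 h compound treatment. The cells were HEK293 clones expressing constitutively active human GLP-1R with the reporter. Reporter-only and GPR119 cell lines served as counterscreen controls.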
# EPAC1 agonist: qHTS for Agonist of cAMP-regulated guanine nucleotide exchange factor 3 (EPAC1): primary screen; Potency, µM (top dose mostly 154 µM), for inactives: top-dose activation, hits mostly activators; AID 720707, 2013; Rap guanine nucleotide exchange factor 3 (Homo sapiens), O95398; EPAC1 agonist qHTS, biochemical assay; response scale: 100% = response to 6.5 mM cAMP; 360,000 compounds, 0.073% hits; also: potency is read from the fitted curve at half-maximal effect; nearly all actives have a fitted effect of over 60% in size
# Target sequence (O95398 whole entry, looked up): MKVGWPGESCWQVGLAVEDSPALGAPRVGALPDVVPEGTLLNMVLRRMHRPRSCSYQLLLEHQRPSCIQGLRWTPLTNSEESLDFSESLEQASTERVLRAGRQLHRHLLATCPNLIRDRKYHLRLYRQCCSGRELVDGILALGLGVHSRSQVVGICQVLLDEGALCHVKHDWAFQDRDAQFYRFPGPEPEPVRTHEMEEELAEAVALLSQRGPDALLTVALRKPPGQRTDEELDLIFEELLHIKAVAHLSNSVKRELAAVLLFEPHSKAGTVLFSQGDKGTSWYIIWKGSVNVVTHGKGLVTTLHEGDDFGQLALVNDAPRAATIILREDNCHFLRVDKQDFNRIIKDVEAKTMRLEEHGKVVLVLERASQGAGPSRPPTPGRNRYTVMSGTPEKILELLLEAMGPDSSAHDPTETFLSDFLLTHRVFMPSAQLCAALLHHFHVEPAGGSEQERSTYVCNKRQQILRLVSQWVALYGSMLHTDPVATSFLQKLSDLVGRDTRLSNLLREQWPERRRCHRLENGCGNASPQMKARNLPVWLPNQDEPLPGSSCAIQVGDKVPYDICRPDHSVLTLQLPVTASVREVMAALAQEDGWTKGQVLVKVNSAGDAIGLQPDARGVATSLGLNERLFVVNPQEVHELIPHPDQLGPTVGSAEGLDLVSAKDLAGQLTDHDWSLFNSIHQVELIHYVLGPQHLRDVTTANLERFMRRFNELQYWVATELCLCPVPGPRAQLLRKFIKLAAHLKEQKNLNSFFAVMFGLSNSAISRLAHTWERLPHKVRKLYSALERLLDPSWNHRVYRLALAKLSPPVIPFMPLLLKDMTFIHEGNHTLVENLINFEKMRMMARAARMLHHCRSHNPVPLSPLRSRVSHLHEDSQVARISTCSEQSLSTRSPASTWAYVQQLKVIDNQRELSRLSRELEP
#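 Compounds were pinned as a concentration titration into mixtures of EPAC1 (100 nM), BODIPY-GDP-loaded Rap1B (250 nM) and GDP (50 uM). After 5 min at room temperature, fluorescence was followed for 30 min; activity was scaled to 6.5 mM cAMP.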
# PLK1 PBD inh: qHTS for Inhibitors of PLK1-PDB (polo-like kinase 1 - polo-box domain): Primary Screen; Potency, µM, for inactives: max response, negative = inhibition, hits mostly inhibitors; Serine/threonine-protein kinase PLK1 (Homo sapiens), P53350; 360,000 compounds, 2.8% hits; Plk1 PBD binding of FITC phosphopeptide, fluorescence polarization; also: potency is read from the fitted curve at half-maximal effect; series mostly up to about 57 µM; % is scaled to controls: 0 for no effect and ±100 for the full control effect; nearly all actives have a fitted effect of over 65% in size
# PI5P4Ka inh: qHTS for Inhibitors of phosphatidylinositol 5-phosphate 4-kinase (PI5P4K); max response, %; AID 652105, 2013; PI5P4Kalpha enzyme, ADP-Glo luminescence, 60 min; hits give low values; Phosphatidylinositol 5-phosphate 4-kinase type-2 alpha (Homo sapiens), P48426; 330,000 compounds, 1.2% hits; active = max response of -50% or lower; inconclusive = between -30% and -50%; inactive = -30% or higher; also: value at the top dose of about 77 µM; % is scaled to controls: 0 for no effect and ±100 for the full control effect
#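 ADP-Glo luminescence end-point read after a 60 min room-temperature kinase reaction of PI5P4Kalpha plus substrate, initiated with ATP at 5 microM final. Buffer: 0.038 M HEPES pH 7.4, EGTA, 0.1% CHAPS, 5% DMSO.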
# EPAC1 antag: qHTS for Antagonist of cAMP-regulated guanine nucleotide exchange factor 3 (EPAC1): primary screen; Potency, µM (titrated, usually from 115 µM), inactives show at the top dose activity change, negative = inhibition, actives largely listed as inhibitors; EPAC1 GEF assay, Rap1b-BODIPY-GDP exchange fluorescence; AID 720709, 2013; 360,000 compounds, 0.14% hits; Rap guanine nucleotide exchange factor 3 (Homo sapiens), O95398;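 also: potency is read from the fitted curve at half-maximal effect; plate controls were vehicle for no effect and positive control for full effect; nearly all actives have a fitted effect of over 50% in size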
# HEK293 tox: qHTS of GLP-1 Receptor Inverse Agonists: Cytotox Screen. HEK293 cAMP-luciferase reporter cells, luminescence, 24 h. Potency, µM (series often up to 38.3 µM), without a hit: top-dose activity change, negative = inhibition, actives largely listed as inhibitors. 410,000 compounds, 0.13% hits. AID 624418, 2012;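 also: loss of luciferase light is scored as toxicity; potency is read from the fitted curve at half-maximal effect; % is scaled to controls: 0 for no effect and ±100 for the full control effect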
#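 Cells in DMEM/10% Nu serum/1% pen-strep, 1536-well format. Pre-incubated 12 h, dosed with 23 nL compound, incubated a further 24 h. Luciferase detection, 12 min at room temp, luminescence.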
# GLP1R ag: qHTS of GLP-1 Receptor Agonists | 380,000 compounds, 0.007% hits | HEK293 GLP-1R CRE-luciferase, luminescence, 4-6 h; cells express a hypersensitive GLP-1R form | Potency, µM (doses to about 45.6 µM), inactives show top-dose activation, usual class: activators | Glucagon-like peptide 1 receptor (Homo sapiens), P43220 | AID 624172, 2012; also: potency is read from the fitted curve at half-maximal effect; % of control where 0% means no effect
# IL2 activator: qHTS of IL-2 Activators | activation, % (series mostly up to about 46 µM) | AID 652025, 2013 | IL-2 activation reporter assay, cell-based qHTS; stimulated with anti-CD3/CD4/CD28 beads; in transgenic mouse T cells | 360,000 compounds, 0.065% hits; in the data active = activation above about 50%; inconclusive = mostly about 30% to 49%; also: 0% is about no effect
#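 Quantitative HTS in unstimulated transgenic mouse T cells, with memory T cells as non-tolerant control and PMA/ionomycin as tolerance-bypass control. Compound pretreatment lasted 60 minutes before 18 h bead stimulation; EGFP/DsRed fluorescence read.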
# Starred values were filed as active, the others as inactive; i = inactive; ? = inconclusive; . = no result given; & = joins results of further samples; [ ] = dose if it differs, or a comment. Unless noted, calls follow the shape of the dose curve; as a rule, active = well fitted curve in the direction sought with a large enough effect; inconclusive = small, poorly fitted or top-dose-only effect, or another doubt; inactive = no such curve, though single readings can be large; an effect the other way counts as inactive or inconclusive. These rows are one share of the data. The share of hits here may be higher or lower than overall.
structure	PTHR1 ag	GLP-1R inv ag	EPAC1 agonist	PLK1 PBD inh	PI5P4Ka inh	EPAC1 antag	HEK293 tox	GLP1R ag	IL2 activator
CCOc1ccc(C(=O)c2cn(CC(=O)Nc3ccc(OC)cc3)c3cc4c(cc3c2=O)OCCO4)cc1	-20%	10%	.	.	.	.	3%	1%	.
Cc1ccc(NC(=O)c2cc(-c3cccs3)on2)cc1C	-2%	-6%&6%	-2%	-13%	2	-11%	-8%&-9%	2%	1.7
COc1ccc([C@@H]2[C@@H]3C(=O)N(C(C)(C)C)C(=O)[C@@H]3[C@]3(CC(C)C)C(=O)N(c4cccc(F)c4)C(=O)N23)cc1	-3%	?	-20%	3%	-8	-2%	12%	2%	1.0
O=C(NCC1CCCO1)C1CCN(C2CCN(Cc3ccco3)CC2)CC1 (stereo not drawn)	?	18%	-10%	-18%	0	-20%	4%	7%	-0.9
Cc1ccc2c(c1)C(c1ccccc1)N(C(=O)c1ccc3c(c1)OCO3)CC(=O)N2 (stereo not drawn)	i	?	3%	-2%	0	12%	-17%	11%	0.0
O=C(CCCn1c(=O)oc2ccccc21)NNC(=O)COc1ccc(F)cc1	-2%	-3%	1%	-2%	6	19%	0%	0%	1.4
O=C(CN1CCOCC1)NCCNC(=O)CN1CCOCC1	i	9%	-2%	-20%	4	1%	-15%	-5%	0.3
Cc1cc(Br)c(NC(=O)COC(=O)C2CC2C)c(Br)c1 (stereo not drawn)	-1%	6%	8%	-8%	-12	-12%	-13%	-4%	-3.3
C/C(=N/NC(=O)c1ccncc1)c1cc2ccc(O)cc2oc1=O	i	11%	100µM*	12µM*	-28	410%[activator]	.	-4%	-0.3
Cc1cc(-c2nc(-c3ccc(C(C)(C)C)cc3)no2)no1	-38%[inhibitor]	7%	8%	-15%	0	-10%	9%	-6%	0.3
Nc1nc(-c2cccc(Br)c2)cs1	5.6µM*	3%	-3%	?	.	10%	1%	-4%	-0.8
COc1ccc2c(c1)C(=O)C(=O)N2CCS(=O)(=O)c1ccccc1	-8%	3%	1%	-3%	-7	-11%	?	-1%	-1.9
O=C(c1ccco1)N1CCN(C(=O)c2ccc(CS(=O)c3ccc(F)cc3)o2)CC1 (stereo not drawn)	-10%	-25%	-4%	-20%	1	3%	1%	2%	-0.5
NC(=O)CNCCC(c1ccccc1)c1ccccc1	-1%	-19%	4%	-17%	13	1%	0%	17%	-0.4
COC(=O)c1ccc(CSc2ccc3nnc(-c4ccccc4)n3n2)o1	-15%	45%[activator]	-3%	-15%	-3	-12%	4%	5%	-3.5
CCn1c(CCNC(=O)c2cccs2)nnc1SCC(=O)Nc1nc(-c2ccccc2)cs1	-11%[57.5 µM]	-20%	1%	-5%	.	-7%	-36%	-17%	-0.3
CC(C)Oc1cccc(C(=O)Nc2ccc(N3CCN(C)CC3)cc2)c1	i	?	1%	-5%	4	-8%	-8%	12%	0.1
O=C(COc1ccccc1)N(CCc1ccccc1)c1nc(-c2ccc(F)cc2)cs1	i	?	-4%	4%	8	3%	-11%	-1%	0.2
COCCNC(=S)N1C2CCC1CC(NC(=O)NC13CC4CC(CC(C4)C1)C3)C2 (stereo not drawn)	13%[57.5 µM]	8%	-5%	-5%	.	-4%	5%	-6%	-1.0
N/C(=N\O)c1ccc(N2CCN(c3ncccc3C(F)(F)F)CC2)nc1	-63%[inhibitor]	-19%	4%	7%	3	-6%	?	22%	-3.3
CCOC(=O)/C=C1/SCC(=O)N1CC(=O)NC12CC3CC(CC(C3)C1)C2	i	?	-9%	-8%	-4	2%	-4%	5%	-0.1
O=[N+]([O-])c1cccnc1NCCc1c[nH]c2ccccc12	-11%	12%	1%	4%	-2	13%	-8%	-1%	-2.5
CC(CN1CCCCC1)OC(=O)COc1ccc(Br)cc1 (stereo not drawn)	-25%	5%	14%	2%	2	-4%	12%	-3%	-0.3
CCOc1ccc(CCNC(=O)CSc2cc(=O)n(C)c3ccccc23)cc1OCC	-21%&-22%	62%&56%[activator]	-5%	-2%	2	-1%	-13%&11%	22%	-5.6
CCc1ccc(NC(=O)COC(=O)CCCC2=NS(=O)(=O)c3ccccc3N2)cc1	13%	3%&17%	9%	-2%	-8	-13%	-3%&0%	0%&-1%	2.2
COc1ccc(C(=O)OCCNC(=O)c2c(Cl)nc3ccccn23)cc1	-5%[57.5 µM]	138%[activator]	-2%	-6%	-4	-10%	-5%	?	-0.2
CCn1c(=O)c(-c2cc(=O)[nH][nH]2)c(O)c2ccccc21	i	1%	10%	-5%	-5	-12%	-5%	-3%	0.5
Cc1ccc(CN2C(=O)CCC2C(=O)NCc2cccnc2)cc1 (stereo not drawn)	i	7%	7%	-9%	.	-1%	-1%	-2%	0.1
COc1cccc(Nc2nc(N)c([N+](=O)[O-])c(NCc3ccccc3)n2)c1	-29%	?	2%	-4%	?	-29%	-7%	30%	1.2
O=C1CC(c2ccccc2)NC(=S)N1 (stereo not drawn)	-23%	0%	12%	-11%	-4	-1%	-13%	1%	-2.8
CCOc1ncccc1C(=O)OCC(=O)Nc1c(C)cc(C)cc1C	-4%[57.5 µM]	3%	3%	-23%	1	0%	4%	2%	-0.9
CCOC(=O)C1CCN(C(=O)c2c(C)oc3c2C(=O)c2ccccc2C3=O)CC1	-50%[inhibitor]	?	0%	-4%	-1	-2%	-11%	-2%	-0.9
COc1ccc(Nc2nc3ccccc3c(=O)[nH]2)cc1	-7%	-12%	4%	24µM*	-28	-24%	-1%	-1%	-3.0
Cn1nc(C(C)(C)C)cc1N1C(=O)CCC1(C)C(=O)NC1CCCCC1 (stereo not drawn)	-18%	11%	2%	-6%	7	-5%	-2%	-2%	-0.2
Cc1cccc(-c2noc(-c3csc([C@@H]4C[C@H](O)[C@@H](CO)O4)n3)n2)c1	-43%[inhibitor]	-16%	5%	-7%	0	-7%	-5%	-3%	-0.8
CC(=O)CSc1ccc(-c2nc3cc(C)c(C)cc3[nH]2)cn1	-35%[inhibitor]	?	-8%	?	-14	1%	?	-3%	4.2
O=C(N/N=C/c1ccc([N+](=O)[O-])o1)c1ccccc1NS(=O)(=O)c1cccs1	-65%[inhibitor]	-22%	-7%	?	-57*	-20%	?	-6%	0.5
Cc1ccsc1C(=O)Nc1cccc(S(=O)(=O)N(C)C)c1	i	14%	9%	0%	-5	6%	-5%	-3%	-0.1
CCNc1nc(Cl)nc(NCCOc2ccc(C)cc2)n1	i	2%	-3%	-6%	1	4%	19%	5%	-3.9
O=C(CC1SC(=O)NC1=O)Nc1ccc(Cl)cc1 (stereo not drawn)	i	3%	-3%	0%	5	7%	-29%	1%	4.3
Cc1ccc(C)c(NC(=O)c2nnn(Cc3ccccc3)c2N)c1	-27%	0%	7%	0%	.	-10%	4%	4%	-3.1
O=c1c(Cl)c(NCc2ccccc2Cl)cnn1C12CC3CC(CC(C3)C1)C2	-21%	?	2%	-9%	-17	5%	-13%	3%	-0.7
CC(=O)N1c2ccc(S(=O)(=O)N3CCC(C(=O)Nc4ccc(F)cc4)CC3)cc2CC1C (stereo not drawn)	-29%	10%	5%	-15%	-3	-18%	7%	4%	-5.5
NC(=O)c1ccc(-c2noc(-c3ccccc3F)n2)cc1	-26%	.	-15%	.	.	-2%	.	-6%	0.5
CN1C(=O)C(C(=O)NC(C)(C)C)C2c3ccccc3OC13CCCCC23 (stereo not drawn)	-1%	?	6%	-4%	.	-10%	?	-5%	-1.5
NC(=O)COc1c(-c2ccco2)oc2ccccc2c1=O	i	5%	1%	-8%	-3	-6%	4%	5%	0.5
CC(=O)c1cc(Cl)ccc1OCc1cccc(S(=O)(=O)N2CCOCC2)c1	-44%[inhibitor]	4%	3%	-5%	-4	4%	14%	19%	-7.0
O=C(c1cccs1)N1CCCC(c2ccccc2)C1 (stereo not drawn)	-8%[57.5 µM]	-28%	-5%	-6%	4	-14%	5%	-1%	0.9
c1ccc(CCNc2ccc3c(c2)Cc2ccccc2-3)nc1	-4%	?	11%	-6%	11	8%	-2%	21%	-1.1
O=C(NN1C(=O)C2C3C=CC(O3)C2C1=O)c1cccc(O)c1 (stereo not drawn)	i	20%	4%	-6%	-9	6%	5%	2%	-0.2
CNC(=S)N/N=C1\C(=O)c2cccc3cccc1c23	-24%	?	7%	-11%	1	-2%	-19%	7%	0.2
COc1ccc(NC(=O)Nc2ccc(Br)cn2)cc1OC	-25%[57.5 µM]	0%	-5%	-7%	-1	-26%	19%	18%	2.7
O=C(CCSc1nnc(-c2ccccc2)o1)N1CCOCC1	-48%[inhibitor]	9%	2%	-17%	0	-16%	14%	0%	-0.9
C=CCSc1nc(Cc2ccc(Cl)cc2)nc2ccccc12	?	0%	5%	-8%	-1	2%	15%	2%	-0.6
